mABHD4 FP = inhibitors of mouse ABHD4 | hit rate 0.54% among 370,000 | Q8VD66 | inhibition, % at 8.92 µM | purified mABHD4, FP-Rh probe fluorescence polarization;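 active = inhibition exceeding the mean over every tested compound plus 3 SD, cut at about 30% in these data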;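 also: 0% = plate median of compound wells and 100% = S159A mutant with DMSO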
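Assay system: mouse ABHD4 enzyme, wild type / Also added: fluorescent activity-based probe FP-Rh / Doses: single nominal dose of 8.92 µM, 0.89% DMSO final / Timing: 45 min compound pre-incubation plus 60 min probe step, 25 °C / Signal: FP readout, ex 525 nm / em 598 nm / Control set: S159A mutant/DMSO as 100%, compound-well median as 0%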
TCR-CD3 inh = blocks the human TCR-CD3 interaction; inhibition, % at 9.4 µM; TAMRA-labeled TCR probe fluorescence, biochemical; AID 651800; hit rate 0.37% among 360,000; in the data active = inhibition above about 19%;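 also: recombinant mutant TCR 2C K166C tagged with TAMRA read by polarization; 0% = receptor in buffer alone and 100% = receptor with positive control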
PG9 binder = binds the HIV-1 gp120 antibody PG9. TR-FRET gp120-PG9 antibody binding. inhibition, % at 6.7 µM. hit rate 0.43% among 360,000; in the data active = inhibition above about 8.5%
TDP2 inh = TDP2 (human) inhibition, absorbance primary screen. O95551. recombinant TDP2, T5PNP hydrolysis, p-nitrophenol absorbance 415 nm. inhibition, % at 12.8 µM. hit rate 0.34% among 370,000;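 active = inhibition above the mean of all tested compounds plus 3 SD, set per campaign, cut at about 25% in these data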;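 also: 0% = DMSO with enzyme and 100% = buffer with substrate but no TDP2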
Target sequence (O95551 whole entry, looked up): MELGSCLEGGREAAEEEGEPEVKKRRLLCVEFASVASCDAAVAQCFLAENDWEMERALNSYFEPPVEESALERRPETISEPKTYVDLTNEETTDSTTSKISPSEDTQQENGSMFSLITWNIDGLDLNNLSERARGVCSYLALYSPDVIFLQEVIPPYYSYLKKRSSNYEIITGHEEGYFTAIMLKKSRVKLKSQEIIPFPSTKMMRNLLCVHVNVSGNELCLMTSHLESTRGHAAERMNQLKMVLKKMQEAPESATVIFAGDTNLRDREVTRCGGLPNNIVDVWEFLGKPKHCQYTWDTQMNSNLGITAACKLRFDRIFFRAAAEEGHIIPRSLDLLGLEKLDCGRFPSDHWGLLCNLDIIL
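Test system: Human TDP2 enzyme | Reagent: 5 mM T5PNP | Compound dosing: 12.8 µM single point, 1% DMSO | Incubation: Enzyme reaction with compound for 2 h at 37 °C | Technique: p-Nitrophenol epi absorbance | Read-out: % inhibition relative to enzyme-containing and enzyme-free wells | Benchmarks: High control without enzyme, low control DMSO plus TDP2 | Replicates: Singlicate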
HTRA1 inh = inhibitors of human serine peptidase HTRA1. Q92743. recombinant HTRA1, FP-rhodamine activity-based probe, fluorescence polarization. inhibition, % at 5.96 µM. hit rate 0.5% among 340,000. AID 504803; in the data active = inhibition above about 36%;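 also: 0% = enzyme with DMSO and 100% = wells lacking enzyme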
SIAE inh = blocks human sialic acid acetylesterase. Q9HAT2. SIAE FP-Rh probe binding, fluorescence polarization. inhibition, % at 9.66 µM. hit rate 0.69% among 370,000;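 active = inhibition above a cutoff: mean of compounds within the control limits plus 3 SD of those, cut at about 17% in these data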;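 also: 0% = plate median of compound wells and 100% = probe without SIAE protein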
DDE Tn7 FP inh = inhibitors of Tn7 peptide binding to human fibrin DD(E); P02675; FP displacement of FITC-Tn7 peptide from fibrin DD(E); 0% = median of compound wells per plate; inhibition, % at 8.3 µM; hit rate 0.13% among 370,000; AID 720508;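 active = inhibition above the mean of compounds falling within the control limits plus 3 SD of them, cut at about 14% in these data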;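 also: 0% = plate median of compound wells and 100% = 10 µM Aha-Tn7 peptide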
Target sequence (P02675 whole entry, looked up): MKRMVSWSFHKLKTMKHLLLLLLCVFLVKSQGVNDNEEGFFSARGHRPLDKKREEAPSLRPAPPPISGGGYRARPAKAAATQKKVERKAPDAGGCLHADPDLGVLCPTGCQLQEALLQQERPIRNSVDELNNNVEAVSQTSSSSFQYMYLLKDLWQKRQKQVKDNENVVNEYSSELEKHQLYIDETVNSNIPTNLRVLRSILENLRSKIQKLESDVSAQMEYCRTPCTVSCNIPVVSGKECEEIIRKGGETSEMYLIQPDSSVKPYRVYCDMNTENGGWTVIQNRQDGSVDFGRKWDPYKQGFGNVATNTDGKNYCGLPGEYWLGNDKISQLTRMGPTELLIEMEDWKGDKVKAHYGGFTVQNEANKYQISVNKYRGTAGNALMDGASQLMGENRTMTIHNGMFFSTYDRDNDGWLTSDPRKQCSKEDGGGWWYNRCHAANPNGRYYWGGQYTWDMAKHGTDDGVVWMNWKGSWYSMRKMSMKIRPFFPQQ
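Assay system: Human fibrin DD(E) protein | Medium: Tris buffer with calcium and detergent, pH 7.8 | Reagent: 0.1 µM fluorescent Tn7 | Compound dosing: Single point at 8.3 µM | Times: 10 min preincubation, 3 h with tracer, room temperature | Detection: Fluorescence polarization of the labelled Tn7 tracer | Controls: Aha-Tn7 high control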
PRMT1 inh = inhibitors of human PRMT1; Q99873; recombinant PRMT1, activity-based probe fluorescence polarization; inhibition, % at 2.79 µM; hit rate 1.3% among 370,000; AID 652257;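 active = inhibition above about 21% made by adding two undisclosed values, limit read from the data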
UHRF1 MBD2 ctr = human UHRF1 methylated DNA binding inhibitors; Q96T88; UHRF1 binding to methylated oligo, TR-FRET; inhibition, % at 4.4 µM; hit rate 0.75% among 370,000; AID 687016; in the data active = inhibition above about 21%;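 also: UHRF1 SRA domain binding a hemimethylated CpG hairpin DNA probe; 0% = median of test compound wells and 100% = reference inhibitor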
LEDGF integ inh = blocks HIV-1 LEDGF/p75-dependent DNA integration; inhibition, % at 3.7 µM; hit rate 0.64% among 370,000; TR-FRET IN-LEDGF/p75 DNA integration, Eu/Cy5;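 active = inhibition above the screen-wide mean plus 3 SD, cut at about 13% in these data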;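 also: signal is the Cy5 over europium emission ratio at 671 and 618 nm; 0% = plate median of compound wells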
The depositor's hits bear a star; / = not tested or not shown.

PG9 binder,LEDGF integ inh,TCR-CD3 inh,TDP2 inh,SIAE inh,HTRA1 inh,DDE Tn7 FP inh,PRMT1 inh,UHRF1 MBD2 ctr,mABHD4 FP,SMILES
0.7,0.0,-4.5,-19.3,-7.9,-3.6,-3.6,-0.5,1.0,-7.9,COc1ccc(S(=O)(=O)N(Cc2cccnc2)Cc2cc3ccccc3[nH]c2=O)cc1
-0.2,-2.5,5.4,-4.2,2.4,/,2.2,0.1,21.3*,-6.9,C[C@@H]1COc2cc(N3CCCC3)ccc2S(=O)(=O)N1
/,-3.3,/,-7.0,-2.9,/,0.3,-3.6,0.6,-0.1,Cc1ccccc1Cn1cc(CN2[C@H](Cc3ccccc3)COc3cc(Br)ccc3S2(=O)=O)nn1
0.6,2.5,2.6,2.0,-0.2,-10.7,8.5,1.1,3.6,0.8,CCn1nc(C(=O)N2CCc3ccccc3C2)c2ccccc2c1=O
2.0,3.7,-1.5,-1.2,0.0,3.9,6.0,1.3,5.0,4.7,COn1c(SCc2cccnc2)nc2ccccc2c1=O
0.8,-0.3,-6.2,3.2,-5.2,-3.5,0.0,14.9,0.1,5.1,Cc1ccccc1Nc1nc(N)nc(COC(=O)/C=C/c2ccco2)n1
-1.6,0.8,-1.8,-0.3,-8.4,-30.5,-1.1,-2.7,-2.8,-10.2,Cc1csc(=O)n1CC(=O)Nc1ccc(Cl)c(Cl)c1
-3.3,0.3,-1.2,8.1,-3.6,-0.6,6.2,36.4*,1.6,-4.3,CCc1c(O)nc(SCC(=O)Nc2ccccc2)n(-c2ccccc2C)c1=O
0.7,-0.8,4.4,7.6,0.3,-4.1,1.1,-2.4,0.4,0.6,NC(=O)N1OCC2COc3ccc4ccccc4c3C21 (centres undefined)
1.2,1.4,2.9,-3.4,8.0,-3.6,1.4,0.1,6.3,0.3,Cc1cccc(OCC(=O)NC(Cc2ccccc2)C(=O)O)c1 (centres undefined)

Random excerpt: four compounds from above.
PG9 binder,LEDGF integ inh,TCR-CD3 inh,TDP2 inh,SIAE inh,HTRA1 inh,DDE Tn7 FP inh,PRMT1 inh,UHRF1 MBD2 ctr,mABHD4 FP,SMILES
0.6,2.5,2.6,2.0,-0.2,-10.7,8.5,1.1,3.6,0.8,CCn1nc(C(=O)N2CCc3ccccc3C2)c2ccccc2c1=O
-0.2,-2.5,5.4,-4.2,2.4,/,2.2,0.1,21.3*,-6.9,C[C@@H]1COc2cc(N3CCCC3)ccc2S(=O)(=O)N1
0.8,-0.3,-6.2,3.2,-5.2,-3.5,0.0,14.9,0.1,5.1,Cc1ccccc1Nc1nc(N)nc(COC(=O)/C=C/c2ccco2)n1
/,-3.3,/,-7.0,-2.9,/,0.3,-3.6,0.6,-0.1,Cc1ccccc1Cn1cc(CN2[C@H](Cc3ccccc3)COc3cc(Br)ccc3S2(=O)=O)nn1

Following part.
PG9 binder,LEDGF integ inh,TCR-CD3 inh,TDP2 inh,SIAE inh,HTRA1 inh,DDE Tn7 FP inh,PRMT1 inh,UHRF1 MBD2 ctr,mABHD4 FP,SMILES
-2.6,4.9,34.5*,2.0,-9.7,-37.5,-6.5,-0.2,-0.1,-17.2,COc1cccc(S(=O)(=O)NCc2ccc(C(=O)Nc3ccc(Cl)c(Cl)c3)cc2)c1
-1.3,-0.6,-1.1,6.2,4.3,9.9,-1.9,-0.9,-2.2,2.7,O=C(CSc1nnc(-c2ccco2)o1)N1CCOCC1
-1.1,-1.4,2.4,2.4,-2.3,5.6,2.9,5.6,-1.1,-1.0,COCCn1c(SCC(=O)NC(=O)Cc2ccccc2)nc2ccccc2c1=O
0.9,1.7,0.8,3.3,6.6,-1.4,0.3,-3.3,-0.1,-1.1,Cc1nonc1C(=O)N1CCCC(N2CCN(c3ccc(F)cc3)CC2)C1 (centres undefined)
1.4,0.8,-0.5,-1.0,-3.5,/,1.0,-1.3,-0.8,4.3,O=C(NCc1cccnc1)c1cc(C2CCCN(C(=O)c3cccc(O)c3)C2)on1 (centres undefined)
-2.1,1.2,3.4,4.6,-9.6,-3.6,-5.3,-10.4,1.2,2.8,COc1ccc(-n2nc(C(=O)NCC(=O)N3CCN(c4ccccc4)CC3)c3ccccc3c2=O)c(OC)c1
-1.1,-0.3,2.1,3.3,-2.8,2.9,5.9,2.5,-1.3,0.9,O=C(O)Cc1ccc(NC(=O)c2ccc(NC(=O)C3CC3)cc2)cc1
-2.2,-1.5,0.3,8.2,6.0,2.0,2.5,7.0,1.8,4.0,Cc1cccn2cc(-c3cccc(S(=O)(=O)N4CCOCC4)c3)nc12
-0.2,0.6,6.2,1.9,-1.6,/,1.5,-1.5,-1.3,-0.2,CC1(C(=O)NC2CCN(Cc3ccccc3)CC2)CCN1Cc1ccc(OC(F)(F)F)cc1 (centres undefined)
-0.9,3.5,5.4,1.2,-10.5,/,3.6,-2.4,-1.6,-1.3,CN(C)c1ccnc(Nc2ccc(F)cc2)c1C#N
-4.0,-3.1,9.6,4.7,0.3,9.9,2.6,-2.1,0.0,3.0,CCOc1ccc(OCc2nnc(SCC(=O)NC3CCS(=O)(=O)C3)n2-c2ccc(Cl)cc2)cc1 (centres undefined)
0.3,-0.8,0.4,-3.3,-3.0,6.3,-6.8,-2.5,-0.3,2.2,CC[C@]12c3[nH]c4ccc(OC)cc4c3CCN1C(=O)C(CC(=O)NCCCn1ccnc1)C[C@@H]2C(=O)N1CCN(C(=O)c2ccco2)CC1 (some centres undefined)
1.4,4.1,0.8,-7.7,-3.5,-0.1,-10.3,1.2,0.7,-1.2,Cc1ccc(-n2c(O)c(C=NCc3ccccn3)c3ccccc3c2=O)cc1C
-1.2,2.6,-0.4,3.1,8.1,-7.7,0.1,-5.4,16.4,-9.1,Cc1ccc(C2=NN(C(=O)c3ccco3)C(O)(C(F)(F)F)C2)cc1 (centres undefined)
0.3,-0.8,0.3,5.5,-1.3,-14.6,-1.2,-0.8,1.1,-4.4,COc1ccccc1-c1cn(S(=O)(=O)c2ccc(C)cc2)nc1N
-3.8,-0.8,4.1,11.6,-5.0,1.7,1.4,0.2,0.2,3.3,O=C1CC(N(O)c2ccccc2)C(=O)N1Cc1ccccc1 (centres undefined)
-0.2,-1.9,1.3,6.7,9.2,/,2.8,6.6,-1.0,9.2,CC(C)[C@H](NC(=O)OC(C)(C)C)c1cc(C(=O)N(C)CCN(C)C)c(N)s1
1.7,-5.5,-1.3,-12.3,0.1,-2.8,-1.1,4.2,1.9,2.4,CCc1ccc(CN2C(=O)c3ccccc3C2C(=O)NC(C)CC)cc1 (centres undefined)
-0.1,-2.0,5.7,-1.6,-2.3,-2.6,4.3,5.7,1.1,-7.9,CC(NS(=O)(=O)c1cccc(Cl)c1)C(=O)N(C)C1CCN(C)CC1 (centres undefined)
2.4,-4.3,-2.9,3.3,4.0,1.6,-1.4,4.4,0.8,0.8,CC1=C(C(=O)c2ccccc2)C(c2ccc(O)cc2)NC(=S)N1 (centres undefined)
-1.3,-2.5,3.6,7.7,2.4,-5.5,7.2,-0.3,-2.4,-10.3,O=C(NCc1ccccc1)c1ccc(N2CCC3(CC2)CC(c2ccccc2)=NO3)c([N+](=O)[O-])c1
-0.1,9.6,-2.8,8.7,-1.6,1.5,10.2,14.7,4.5,18.3,O=c1cc(-c2ccco2)nc(-c2cccs2)o1
0.2,-2.4,5.4,-9.9,-11.3,1.6,-6.3,-4.0,1.0,2.2,C=CCOc1ccccc1CNCCNC(=O)c1nonc1N
-1.0,3.9,-0.6,-7.3,3.8,-0.8,-0.8,-1.2,-2.1,-2.7,Cn1c(Nc2ccc(F)cc2)nc2ccccc21
0.5,4.2,-0.9,15.9,11.5,8.7,-3.9,1.9,-3.2,-0.2,COc1cc(NC(=O)C2=CC(c3ccco3)=NS(=O)(=O)N2C)cc(OC)c1OC
-1.1,-4.7,-1.5,3.1,-5.1,-13.6,-8.6,-2.7,2.2,-5.9,Cc1ccc(Nc2cc(C)nc(-c3ccccc3)n2)cc1
-1.3,-2.0,1.8,-1.6,8.7,-0.3,-0.5,0.5,-2.1,2.5,COc1ccc(C(=O)Nc2nc(-c3cccs3)c(NC(C)=O)s2)cc1
-1.3,2.1,6.9,1.3,-10.4,/,-4.5,-1.2,-0.6,-1.4,Cc1ccc(-c2nc3cc(C)c(Br)c(C)n3c2Cc2ccccc2)cc1
1.5,-0.3,-1.9,0.1,-3.6,2.5,-2.3,0.8,0.8,-2.0,COc1ccc(Cn2nc(C)n(N(C)c3ncc(C(F)(F)F)cc3Cl)c2=O)cc1
17.3*,1.3,0.5,-2.6,-0.7,-3.4,-2.9,1.8,3.3,-0.5,Cc1cc(C)c2nc(-c3ccccn3)cc(C(=O)Nc3cc(C)on3)c2c1
-0.6,-2.8,-2.4,4.5,-3.8,9.1,14.2*,4.1,1.2,4.3,O=C(NC(=O)c1ccc(C(F)(F)F)cc1)Nc1ccc(-c2cnco2)cc1
0.5,-4.7,-2.3,3.4,-7.2,-7.2,8.2,-1.3,-1.1,-2.0,O=C(Nc1cc(Cl)ccc1-n1cncn1)c1ccccc1OC(F)F
0.6,1.6,5.4,-5.3,1.6,4.3,1.9,-1.2,2.3,4.8,COCCOC(=O)C1=C(C)Nc2ncnn2C1c1ccc(F)cc1 (centres undefined)
-0.6,-1.9,-2.0,-11.0,-3.6,-17.7,0.9,-0.2,0.9,-5.5,O=C(NCc1nc(-c2ccc(C(F)(F)F)cc2)no1)Nc1ccc(F)cc1F
3.1,-0.6,-5.4,-5.3,6.9,8.6,1.8,2.7,4.9,0.8,COc1ccc(N2CCN(S(=O)(=O)CCNC(=O)C3CC3)CC2)cc1
0.1,-2.2,-7.1,-3.5,2.7,3.1,-0.1,1.6,-0.1,5.2,CC/C(C)=C1/NC(=O)NC1=O
-1.6,-0.6,-1.7,-0.7,-4.3,-1.8,8.6,6.7,3.2,-11.2,O=C(Nc1cccc2ccccc12)N1CC=C(c2ccccc2)CC1
-2.3,-0.6,11.9,-0.1,-8.6,-5.7,5.1,-1.7,-1.9,4.5,O=C(N/N=C/c1cccc([N+](=O)[O-])c1)c1cccc2cc[nH]c12
-0.8,-1.8,-0.5,-2.4,-4.8,1.7,-5.0,2.8,7.5,-6.4,CC(C)OC(=O)Cn1c(=O)sc2ccccc21
-0.9,-1.8,5.5,-5.5,-0.8,-10.3,-0.7,0.0,0.9,-6.9,c1ccc(-c2nc3c4ccccc4ccn3c2CN2CCOCC2)cc1
-0.1,-2.0,-6.8,-7.3,9.8,0.7,4.2,1.8,-0.3,7.6,COc1ccc(CC(=O)N(Cc2ccccc2)c2ccccc2)cc1S(=O)(=O)N1CCOCC1
-3.0,0.0,2.8,-3.2,-2.7,-1.6,-1.3,-2.1,1.2,-0.8,COc1ccc(CNS(=O)(=O)c2ccc3c(c2)N(C)CCO3)cc1
